UDG counter = blocks uracil-DNA glycosylase in AID counter-screen | FRET deamination/UDG coupled assay, UDG read, 4 h | Potency, µM (series often up to 115 µM), for inactives: top-dose activity change, negative = inhibition, hits mostly inhibitors | 91,000 compounds, 0.14% hits | AID 1347430; further: nearly all actives have a fitted effect of over 65% in size
AID inh = inhibitors of human activation induced cytidine deaminase | Q9GZX7 | AID deamination FRET fluorescence, UDG-coupled, 4 h | Potency, µM (doses to about 115 µM), inactives show at the top dose activity change, negative = inhibition, most hits filed as inhibitors | 91,000 compounds, 0.32% hits | AID 1347428; further: nearly all actives have a fitted effect of over 25% in size
Target sequence (Q9GZX7 whole entry, looked up): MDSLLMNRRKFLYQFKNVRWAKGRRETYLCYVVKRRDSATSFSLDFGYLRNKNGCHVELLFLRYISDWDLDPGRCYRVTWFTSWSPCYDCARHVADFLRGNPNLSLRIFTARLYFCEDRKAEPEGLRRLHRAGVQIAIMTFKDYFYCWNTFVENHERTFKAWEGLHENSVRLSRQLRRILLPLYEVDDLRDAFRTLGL
Numbers without * were called inactive; ? = inconclusive; & = joins results of further samples; [ ] = another dose, or the depositor's remark. The call rests on the fitted dose curve; in most records, active means well fitted curve in the direction sought with a large enough effect; inconclusive means small, poorly fitted or top-dose-only effect, or another doubt; inactive means no such curve, though single readings can be large; an effect the other way counts as inactive or inconclusive. On the % scale 0 is the no-effect control and ±100 the full control effect; potency means the concentration at half of the fitted maximal effect.

SMILES	UDG counter	AID inh
CCN(CC)CCOC(=O)c1cc(Cl)c(N)cc1OC	-2%	3%
Cc1ccc2nsnc2c1NC(=O)c1ccc(C#N)cc1F	4%	6%
COc1ccc(-c2cn3nc(N4CCC(C(=O)NCc5ccc(F)cc5)CC4)sc3n2)cc1	15%	-21%
CC(CNCc1ccco1)COc1ccc(F)cc1 (configuration not stated)	3%	-3%
CN1CCN(c2oc(/C=C/c3cccs3)nc2C#N)CC1	0%	-1%
CC(C)NC(=O)c1ccc2c(c1)CCCN2C(=O)c1ccc(Cl)cc1	4%	11%
CCOc1ccc2c(=O)c(Oc3ccc(C(=O)OC)cc3)coc2c1	10%	1%
Clc1ccccc1CN1CCc2nc(N3CCN(c4ncccn4)CC3)ncc2C1	-2%	-23%
CSc1ccccc1C(=O)Nc1c(F)cccc1F	1%	-4%
COc1ccc(CCNC(=O)C(=O)NCC(c2cccs2)S(=O)(=O)c2cccs2)cc1 (configuration not stated)	-4%	5%
COc1cc(NC(=O)c2nc3cc(C)c(C)cc3n(C)c2=O)cc(OC)c1OC	-8%	13%
COc1ccc(CN2CCc3c(c(=O)n4ncc(C(=O)N5CCN(c6ccc(F)cc6)CC5)c4n3C)C2)cc1	11%	-19%
CCc1cccc(C)c1Nc1c(-c2ccccc2)nc2sccn12	-12%	-27%
CCCCn1c(=NC(=O)C(C)(C)Oc2ccc(Cl)cc2)c(C(=O)OCC)cc2c(=O)n3ccccc3nc21	?	-3%
O=C1CCC(C(=O)Nc2ccc(Cl)c(Cl)c2)N1 (configuration not stated)	1%	5%
Cn1nc(C(=O)NCCc2ccccc2)c2ccccc2c1=O	1%	-2%
CCCc1nn2c(=O)cc(COC(=O)C3CCCCC3)nc2s1	?	45%[activator]
CCCn1c(=O)n(CCC(=O)N(C)CC(=O)Nc2cccc(F)c2)c2ccccc21	0%	2%
Cn1c(SCC(=O)Nc2ccccc2F)nc2c([nH]c3ccccc32)c1=O	5%[57.5 µM]	6%
Cc1cc(OC(C)C(=O)Nc2ccc3nsnc3c2)ccc1Cl (configuration not stated)	-13%	8%
CC(=O)c1cc(-c2ccccc2)n(CCC(=O)NCc2ccc(C)cc2)c1C	-15%	9%
NC(=O)c1ccc(COC(=O)C23CC4CC(CC(Cl)(C4)C2)C3)c([N+](=O)[O-])c1	11%	4%
COc1ccc(-c2cn3nc(SCC(=O)Nc4ccccc4F)ccc3n2)cc1	-2%	-10%
S=C(NCc1ccccc1)N/N=C/c1ccccc1Br	7%	-4%

Gathered by group, those above with a thiophene ring, fused or not
SMILES	UDG counter	AID inh
CN1CCN(c2oc(/C=C/c3cccs3)nc2C#N)CC1	0%	-1%
COc1ccc(CCNC(=O)C(=O)NCC(c2cccs2)S(=O)(=O)c2cccs2)cc1 (configuration not stated)	-4%	5%

(continued)
SMILES	UDG counter	AID inh
Cc1ccc(NC(=O)c2cccc(N(C)C)c2)c(C)c1	3%	-7%
CCc1ccc2c(COC(=O)C3=NN(C)C(=O)CC3)cc(=O)oc2c1	-11%	0%
O=C(Cn1nnc(-c2cccc(C(F)(F)F)c2)n1)N1CCCC1c1ccc2c(c1)OCCO2 (configuration not stated)	-8%	-9%
O=C(c1ccc(-n2cccc2)cc1)C(C(=O)C(F)(F)F)C12CC3CC(CC(C3)C1)C2 (configuration not stated)	-1%	1%
COc1ccc(NS(=O)(=O)c2cc(-c3onc(C)c3C)ccc2C)c(OC)c1	-6%	-9%
CCOC(=O)c1ccc2c(c1)N(Cc1ccc(F)cc1Cl)C(=O)c1ccccc1S2(=O)=O	?	-15%
Cc1ccc2nc(-c3ccc(NC(=O)C4CCC(C)(C(=O)O)C4(C)C)cc3)sc2c1 (configuration not stated)	-9%	-6%
CC(C)c1noc(C(C)Nc2ccc(N3CCCC3=O)c(Cl)c2)n1 (configuration not stated)	-5%	-5%
CCOc1ccccc1CNC(=O)c1cc(-c2ccc(OC)cc2)nc2ccc(C(C)C)cc12	-4%	17%
Clc1cccc(-n2ncc3c(NCCCn4ccnc4)ncnc32)c1	0%	8%
CC(C)(CNC(=O)CCCc1ccc(Cl)cc1)C(N)=O	-5%	-13%
O=C(OCc1cc(-c2ccc(Cl)cc2)no1)c1cc(Br)c[nH]1	-3%	-4%
COc1cccc(-c2nc(-c3ccc(-c4ccccc4)nc3OC)no2)c1	34%[activator]	6%
COc1cc(OC)c(Nc2cc(C)nc3ncnn23)cc1Cl	-21%	?
CCc1nn2c(-c3ccccc3OC)ccnc2c1-c1ccc(F)cc1	-8%	7%
O=C(Nc1ccnn1Cc1cccs1)c1ccc(S(=O)(=O)N2CCCC2)cc1	1%	-4%
CCS(=O)(=O)N1CCc2cc(C(=O)NCc3ccc(OC)cc3)ccc21	?	-21%
O=C(/C=C/c1cccc(O)c1)c1ccc(F)c(Cl)c1	-1%	-14%
O=C(c1cc(-c2ccccc2Cl)nc2ccccc12)N1CCC1	-2%	-7%
CCOC(=O)CCn1cnc2onc(-c3cc(OC)ccc3Cl)c2c1=O	-17%	-2%
CC(C)c1ccc(C(=O)NCc2cccc(CNC(=O)c3ccc(C(C)C)cc3)c2)cc1	8%	-3%
COCCN(CCOC)CC(=O)OC	5%	3%
COc1ccc(C(=O)Nc2nnc(S(=O)(=O)N(CC(C)C)c3ccc(C)cc3)s2)cc1OC	-3%[57.5 µM]	19%
Cc1ccc(COc2c(Br)cc(/C=C(\C#N)c3nc4ccccc4[nH]3)cc2Br)cc1	-10%	-8%
Nc1ccc(Br)cc1-c1ccccc1	-3%	-11%
CC(=O)N1N=C(c2ccc(NS(C)(=O)=O)cc2)CC1c1ccc2nccnc2c1 (configuration not stated)	-3%	-11%
COc1cc2cc(C3CC(c4ccco4)=NN3S(C)(=O)=O)c(Cl)nc2cc1OC (configuration not stated)	0%	11%
CC1=C(C(=O)Nc2ccccc2C)C(c2sccc2C)n2ncnc2N1 (configuration not stated)	-3%	5%
O=C(c1ccco1)N(Cc1cccnc1)c1nc2c(F)cccc2s1	0%&25%	?
CCOC(=O)Cc1cc(C(=O)Nc2ccc(Br)cc2)sc1-c1ccc(C)cc1	-14%	-15%
Cc1cc(-c2nc3ccccc3s2)ccc1NC(=O)c1ccccc1C	2%	3%
CC1(C)Cc2cccc(Oc3nc4ccccc4o3)c2O1	0%	-2%
C/C=C/C=C/C(=O)NCc1ccc(OC)cc1	6%	1%
O=C(NNC(=O)C1CCCCC1)c1ccc(F)cc1	-3%	-1%
Cc1ccc(NC(=O)c2nc(S(C)(=O)=O)ncc2N(Cc2ccco2)Cc2ccco2)cc1	10%	2%
CCCNC(=O)c1cc(-c2ccccc2OC)nc2ccccc12	10%	-3%

Three entries from above, as labelled records:
CC1=C(C(=O)Nc2ccccc2C)C(c2sccc2C)n2ncnc2N1 (configuration not stated)
- UDG counter: -3%
- AID inh: 5%

O=C(c1ccco1)N(Cc1cccnc1)c1nc2c(F)cccc2s1
- UDG counter: 0%&25%
- AID inh: ?

CCOC(=O)Cc1cc(C(=O)Nc2ccc(Br)cc2)sc1-c1ccc(C)cc1
- UDG counter: -14%
- AID inh: -15%

Following part
SMILES	UDG counter	AID inh
COc1ccc(CCNC(=O)c2ccc3nc(CCc4ccccc4)oc3c2)cc1OC	-26%	16%
O=C(c1ccnc(Cl)c1)N1CCC(c2nc3cc(C(F)(F)F)ccc3s2)CC1	-4%	-5%
N#C/C(=C/c1cccc(F)c1)S(=O)(=O)c1ccc(Br)cc1	-7%	-13%
CCOC(=O)c1cccc(OC(=O)c2ccccc2)c1	-1%	1%
COc1cccc(-c2nc(Cn3c(=O)cc(C)c4c(C)nn(-c5ccccc5)c43)c(C)o2)c1OC	4%	-14%
CCN(CC)C(=S)SCC(=O)NC(Cc1ccccc1)C(C)=O (configuration not stated)	7%	11%
O=C1COc2ccc(C(=O)COC(=O)c3ccccc3Cl)cc2N1	11%	7%
CC(=O)Nc1ccc(CNC2CCCc3ccccc32)cc1 (configuration not stated)	4%	7%
CNC(=S)NNC(=O)c1ccc(C)cc1	-8%	0%
Cc1cccc(NC(=O)c2ccc3c(c2)CCC3)c1	2%	2%
CC(C)CCOc1ccc(CN)cc1	-2%	-6%
COc1cc(OC)c(C2=CCN(C(=O)COc3ccc(F)cc3)CC2)c(OC)c1	-9%	0%
CN(C(=O)Cn1nc(C(=O)O)c2ccccc2c1=O)C1CCCCC1	5%	-9%
COc1cc(OC)cc(-c2nnc(SCC(=O)c3ccc([N+](=O)[O-])cc3)o2)c1	8%	2%
Cc1ccc(C)c(Cn2c3ccccc3c3cnn(CC(=O)NCCCc4ccccc4)c(=O)c32)c1	-21%[57.5 µM]	6%
COc1cccc(C(=O)c2cn(CC(=O)NCc3ccccc3)c3nc(C)ccc3c2=O)c1	-14%	12%
COc1ccc(-c2nc(CSc3nc4c(=O)[nH]cnc4n3C)c(C)o2)cc1OC	4%	4%
Cc1ncncc1C(=O)O	-2%	-2%
CCCc1cc(C(=O)OC)c(NC(=O)CC2Sc3ccc(C(F)(F)F)cc3NC2=O)s1 (configuration not stated)	2%	-6%
CC(=O)c1ccc(OCC(=O)NC2CCc3ccccc32)cc1 (configuration not stated)	-9%	6%
O=C(Nc1ccc(C(F)(F)F)cc1)C1CCCN(c2cnccn2)C1 (configuration not stated)	5%[57.5 µM]	-2%
Cc1ccc(OCC(=O)Nc2ccc3c(c2)nc(CCNC(=O)c2ccco2)n3C)cc1	6%	38%[activator]
O=C(c1cccs1)c1cn(CCOc2ccc(F)cc2)c2ccccc12	-13%	?
C/C=C/C=C/C(=O)Nc1ccc(NC(C)=O)c(Cl)c1	-7%	0%
Cn1cc(CSc2nnc(COc3ccccc3Cl)n2C)cn1	5%	3%
CCOc1ccc2oc(=O)cc(CN3CCN(C(=O)C4CCCCC4)CC3)c2c1	4%	-13%
CCC(C)n1c(=O)c2sccc2n2c(CCCC(=O)N3CCN(c4ccccc4)CC3)nnc12 (configuration not stated)	-1%	?
COc1cc(NC(=O)C2(n3cnnn3)CCCCC2)cc(OC)c1OC	6%	9%
CCOc1ccc(-c2ccc(NS(=O)(=O)c3cc(C)c(C)cc3C)cc2)nn1	0%	3%
CCOc1ccc(NC(=O)C(CC(C)C)N2Cc3ccccc3C2=O)cc1 (configuration not stated)	?	?
Cc1cc(C(=O)NCc2ccc(Cl)cc2)c2c(C)nn(-c3ccccc3)c2n1	-13%	6%
COC(=O)c1ccc(/C=C2\Oc3cc(OS(C)(=O)=O)cc(C)c3C2=O)cc1	-11%	-8%
O=C(Nc1ccccc1F)c1ccc2c(Cl)c3c(nc2c1)CCCC3	-7%	-3%
Cc1cc(C)c(S(=O)(=O)N2CCN(C(=O)c3cc4ccccc4oc3=O)CC2)c(C)c1	2%	-7%
CCn1c(=O)c2cc(C(=O)N3CCN(c4cccc(OC)c4)CC3)sc2c2ccccc21	-11%	?
Cc1ccc2c(c1)-c1cccc3cccc(c13)C2=O	-10%	-3%
CCCNC(C)C(=O)Nc1ccccc1C (configuration not stated)	2%	3%
CCOc1ccccc1C(=O)N(Cc1ccc(N(C)C)cc1)Cc1ccco1	-15%	-17%
CCC(=O)N1CCCC1Cc1ccccc1 (configuration not stated)	2%	7%
O=C(c1ccc(F)cc1)N1c2nc(-c3ccco3)nn2C2(CCCCC2)[C@@H]2CCCC[C@@H]21	-7%[57.5 µM]	-19%
Cc1cc(C(=O)COc2cccc(C#N)c2)c(C)n1CCC(C)C	0%	-15%
CC[N+](C)(C)CCOC1CC2CCC1(C)C2(C)C (configuration not stated)	-10%	-7%
CCn1cnc2c1c(=O)n(CC(=O)NCc1ccccc1)c(=O)n2Cc1ccccc1	5%	-5%
CC1=C(C(=O)Nc2ccc(C)cc2C)C(c2ccc([N+](=O)[O-])cc2)n2ncc(C(=O)Nc3ccc(F)cc3)c2N1 (configuration not stated)	-1%	0%
O=C1CN(C(=O)CCc2ncc(-c3ccc(Cl)cc3)o2)CCN1	0%	0%
CCOc1ccc(CNC(=O)C2CCN(S(=O)(=O)N3CCCCC3)CC2)cc1	11%	4%
O=C(O)c1cnc(OCC(F)(F)F)c(Cl)c1	11%	23%
COCCCNc1nc2c(c(=O)[nH]c(=O)n2C)n1CC(O)COc1ccc(Cl)cc1 (configuration not stated)	-1%	-21%

Continued; it opens with the four that closed the last part.
SMILES	UDG counter	AID inh
O=C1CN(C(=O)CCc2ncc(-c3ccc(Cl)cc3)o2)CCN1	0%	0%
CCOc1ccc(CNC(=O)C2CCN(S(=O)(=O)N3CCCCC3)CC2)cc1	11%	4%
O=C(O)c1cnc(OCC(F)(F)F)c(Cl)c1	11%	23%
COCCCNc1nc2c(c(=O)[nH]c(=O)n2C)n1CC(O)COc1ccc(Cl)cc1 (configuration not stated)	-1%	-21%
CCOc1ccc2nc(N3CCCC(C(=O)NCc4ccc(C)cc4)C3)sc2c1 (configuration not stated)	25%	-7%
CCN(c1ccccc1)S(=O)(=O)c1ccc2[nH]cc(C(=O)NCc3ccc(C)cc3)c(=O)c2c1	3%	-13%
O=S(=O)(NCCc1csc2nc(-c3ccc(Cl)cc3)nn12)c1cccs1	8%[57.5 µM]	1%
Cc1cc(Nc2ccccc2O)nc(C)n1	2%	14%
COc1ccc(CNC(=O)CCC2N=C3c4ccccc4N=C(SCc4ccccc4F)N3C2=O)cc1 (configuration not stated)	-17%	-24%
CCCOc1ccc(CNC(=O)Cn2c(=O)oc3ccccc32)cc1	?	-5%
O=C(/C=C/c1cccnc1)c1cc2ccc1CCc1ccc(cc1)CC2	-4%	-25%

This is a subset (hit frequency here may not be typical).
